# KAT2A inh – qHTS Assay for Inhibitors of GCN5L2. Histone acetyltransferase KAT2A (Homo sapiens), Q92830. GCN5L2 HAT assay, ThioGlo1 CoA-SH fluorescence. 390,000 tested, 0.21% active. Potency, µM (titrated, usually from 58.9 µM), without a hit: top-dose activity change, negative = inhibition, hits mostly inhibitors
# Target sequence (Q92830 whole entry, looked up): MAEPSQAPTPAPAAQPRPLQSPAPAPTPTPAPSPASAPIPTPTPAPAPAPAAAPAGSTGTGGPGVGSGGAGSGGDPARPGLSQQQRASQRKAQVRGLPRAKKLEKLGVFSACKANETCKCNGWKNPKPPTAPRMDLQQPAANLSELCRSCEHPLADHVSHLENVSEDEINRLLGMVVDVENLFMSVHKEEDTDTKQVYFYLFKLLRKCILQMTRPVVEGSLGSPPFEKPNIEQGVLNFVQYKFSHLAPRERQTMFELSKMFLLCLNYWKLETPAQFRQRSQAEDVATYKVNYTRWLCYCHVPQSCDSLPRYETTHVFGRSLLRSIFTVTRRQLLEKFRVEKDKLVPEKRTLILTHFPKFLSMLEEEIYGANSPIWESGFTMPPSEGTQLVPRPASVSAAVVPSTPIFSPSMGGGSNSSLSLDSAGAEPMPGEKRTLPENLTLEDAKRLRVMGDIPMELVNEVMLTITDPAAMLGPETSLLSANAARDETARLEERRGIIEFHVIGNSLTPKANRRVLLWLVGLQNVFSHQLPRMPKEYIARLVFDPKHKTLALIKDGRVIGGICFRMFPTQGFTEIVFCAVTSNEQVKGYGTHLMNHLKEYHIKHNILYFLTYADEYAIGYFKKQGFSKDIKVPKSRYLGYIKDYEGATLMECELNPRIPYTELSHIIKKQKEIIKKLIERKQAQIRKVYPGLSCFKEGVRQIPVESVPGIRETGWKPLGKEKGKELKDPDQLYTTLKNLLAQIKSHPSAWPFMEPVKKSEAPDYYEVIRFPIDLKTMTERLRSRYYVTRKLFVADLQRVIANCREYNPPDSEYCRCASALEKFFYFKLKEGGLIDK
#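 Preincubate 20nM GCN5L2 with compound 15 min, RT → add 50uM ThioGlo1 + 75uM H3(1-25) + 70uM acetyl-CoA → read fluorescence 0 and 20 min. Primary qHTS; fluorescent artifacts likely.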
# TDP1 cell CPT – qHTS for Inhibitors of human tyrosyl-DNA phosphodiesterase 1 (TDP1): qHTS in cells in presence of CPT. Potency, µM (top dose mostly 46.2 µM), without a hit: at the top dose activity change, negative = growth inhibition, usual class: inhibitors. chicken DT40 Tdp1-/-;hTDP1 cells + 20 nM CPT, ATP luminescence, 48 h. AID 686979, 2013. 420,000 tested, 12% active; also: nearly all actives have a fitted effect of over 55% in size
#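 Chicken DT40 Tdp1-/- cells stably complemented with human TDP1 were seeded at 400 cells/well in medium containing 20 nM camptothecin, exposed to pin-transferred compounds, and grown at 37 °C for at least 48 hr. Viability was read as ATP luminescence.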
# TDP1 cell noCPT – qHTS for Inhibitors of human tyrosyl-DNA phosphodiesterase 1 (TDP1): qHTS in cells in absence of CPT; DT40 Tdp1-/- hTDP1 cells, no CPT, ATP luminescence, 48 h; Potency, µM (highest dose often 46.2 µM), inactives show top-dose activity change, negative = growth inhibition, usual class: inhibitors; 420,000 tested, 15% active; AID 686978, 2013; also: nearly all actives have a fitted effect of over 55% in size
#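 Chicken DT40 Tdp1-/- cells complemented with human TDP1, screened without camptothecin (DMSO vehicle only), 400 cells/well. Compounds pin-transferred, cells incubated at 37 °C for at least 48 hr. Growth read as ATP-dependent luminescence (CellTiter-Glo, 30 min at RT).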
# Active calls of the source: *; ? = inconclusive; · = no result given. Calls follow the shape of the dose curve; as a rule, active = well fitted curve in the direction sought with a large enough effect; inconclusive = small, poorly fitted or top-dose-only effect, or another doubt; inactive = no such curve, though single readings can be large; an effect the other way counts as inactive or inconclusive. % is scaled to controls: 0 for no effect and ±100 for the full control effect; potency is read from the fitted curve at half-maximal effect. An excerpt, so the mix of outcomes need not match the whole.
SMILES,KAT2A inh,TDP1 cell CPT,TDP1 cell noCPT
O=C(CCCn1c(=S)[nH]c2ccccc2c1=O)NCc1ccco1,·,-4%,-17%
C/C(=N\Nc1ccccn1)c1ccc(C(C)C)cc1,-1%,?,?
CCOCCOC(=O)c1ccc(-n2cncn2)nc1,-5%,-13%,-16%
COC(=O)c1cccc(NC(=O)CSc2nncn2-c2ccccn2)c1,-4%,3%,-4%
Cc1ccc(-c2cc(C(=O)N/N=C/C(Br)=C/c3ccccc3)n[nH]2)o1,-3%,12µM*,10µM*
CC(C)NC(=O)c1ccccc1NC(=O)C1CC(=O)N(C(C)C)C1 (centres undefined),3%,-22%,11%
CCOC(=O)C1(C)CCCN1C(=O)c1ccccc1F (centres undefined),·,-12%,-13%
CCN(CC(=O)NCCCn1ccnc1)S(=O)(=O)c1ccc(C)cc1,-2%,-1%,-11%
O=C(Nc1cc(S(=O)(=O)N2CCOCC2)ccc1Cl)c1cc(=O)c2ccccc2o1,-3%,12µM*,21µM*
O=C(Cn1ncc2c3ccccc3n(Cc3ccc(Cl)cc3)c2c1=O)NCCCN1CCCC1=O,-10%,?,-26%
COc1ccc(NC2=NC(=S)N(c3cccc(C)c3)C23CCCCC3)cc1,-5%,?,?
CC(C)C(=O)Nc1nnc(NC(=S)Nc2ccccc2)s1,-2%,?,?
Cc1ccc2c(c1)CCCN2C(=O)c1cnn2c1NC(=C1CC1)C=C2C(F)F,·,10µM*,10µM*
COc1ccc(OC)c(NC(=O)C2CCCN(S(=O)(=O)c3c(C)nn(C)c3C)C2)c1 (centres undefined),-5%,?,21µM*
C[C@@H]1CC[C@]2(C(=O)O)CC[C@]3(C)C(=CCC4[C@@]5(C)CC[C@H](O)[C@@](C)(C(=O)O)C5CC[C@]43C)C2[C@]1(C)O (some centres undefined),-3%,0%,1%
CCCCn1c(=O)c(CCC(=O)O)nc2ccccc21,-6%,4%,3%
CC(=O)NC(=O)c1nnn(Cc2ccccc2)c1NC(C)=O,8%,-9%,-8%
CCCCN(CCCC)S(=O)(=O)c1ccc(NC(=O)c2c(-c3ccccc3)noc2C)cc1,-21%,21µM*,29µM*
Cc1cccc(NC(=S)NC(=O)c2ccc(Br)o2)c1C,-4%,-8%,-22%
O=C(CCNS(=O)(=O)c1ccc(Cl)cc1)N1CCC2(O)CCCCC2C1 (centres undefined),-6%,?,?
CCOc1ccc(NC(=O)c2nnn(-c3ccc(F)c(Cl)c3)c2C)cc1,-6%,-26%,-26%
CCOC(=O)c1cnc(SCC#N)nc1N,-11%,2%,-8%
Cc1ccc(N=CC2=C(O)CC(c3ccco3)CC2=O)cc1 (centres undefined),-7%,-26%,-11%
COc1ccc(CN(C(=O)c2ccc(-c3ccccc3)[nH]2)C(C(=O)NC(C)(C)C)c2ccncc2)cc1 (centres undefined),-15%,?,?
O=C(c1ccccc1)N(C(=O)c1ccccc1)c1ccccc1,·,-20%,?

# A section taken from the entries so far, for reference:
SMILES,KAT2A inh,TDP1 cell CPT,TDP1 cell noCPT
O=C(CCCn1c(=S)[nH]c2ccccc2c1=O)NCc1ccco1,·,-4%,-17%
C/C(=N\Nc1ccccn1)c1ccc(C(C)C)cc1,-1%,?,?
CCOCCOC(=O)c1ccc(-n2cncn2)nc1,-5%,-13%,-16%

# The results go on.
SMILES,KAT2A inh,TDP1 cell CPT,TDP1 cell noCPT
O=C(Nc1ccc2nc(SCC(=O)N3CCCC3)sc2c1)c1cccc(F)c1,-4%,21µM*,15µM*
COc1ccc2[nH]c(C(O)C(O)c3nc4c(OC)c(OC)ccc4[nH]3)nc2c1OC (centres undefined),·,1µM*,0.28µM*
CCCn1nc(C(=O)NNC(=O)CCOc2ccccc2OCC)c2ccccc2c1=O,0%,1%,-17%
COc1ccc(C(=O)Nc2ccc3nc4c(c(Nc5ccccc5OC)c3c2)CCCC4)c(OC)c1,-10%,3.7µM*,3.3µM*
COc1ccc(/C=C2\SC(=S)N(CCC(=O)N(CCO)c3ccccc3)C2=O)cc1OC,0%,?,?
Clc1ccc(CN2CCc3c([nH]c4ccccc34)C2)cc1Cl,-6%,?,15µM*
CC(NC(=O)c1ccnc(C(C)(C)C)c1)c1ccccc1 (centres undefined),-1%,-7%,4%
Cc1ccc(C)c(NC(=O)CN(C)C(=O)c2cccc(-n3cccc3)c2)c1,-17%,-1%,-19%
Cc1cc(NC(=O)CCCn2nc([N+](=O)[O-])c(Br)c2C)no1,1%,5%,-6%
COc1cccc(C(c2nnnn2Cc2ccco2)N2CCN(c3cccc(C)c3C)CC2)c1OC (centres undefined),-11%,?,26µM*
CCOc1ccc(NC(=O)NC(C)c2c(-n3cccc3)sc(C)c2C)cc1 (centres undefined),-9%,?,?
COCCCN(C)C1CCN(C(=O)Nc2ccc(F)cc2)CC1,-5%,-13%,-1%

# Gathered by group: the compounds so far containing a Cl atom
SMILES,KAT2A inh,TDP1 cell CPT,TDP1 cell noCPT
O=C(Nc1cc(S(=O)(=O)N2CCOCC2)ccc1Cl)c1cc(=O)c2ccccc2o1,-3%,12µM*,21µM*
O=C(Cn1ncc2c3ccccc3n(Cc3ccc(Cl)cc3)c2c1=O)NCCCN1CCCC1=O,-10%,?,-26%
O=C(CCNS(=O)(=O)c1ccc(Cl)cc1)N1CCC2(O)CCCCC2C1 (centres undefined),-6%,?,?
CCOc1ccc(NC(=O)c2nnn(-c3ccc(F)c(Cl)c3)c2C)cc1,-6%,-26%,-26%
Clc1ccc(CN2CCc3c([nH]c4ccccc34)C2)cc1Cl,-6%,?,15µM*

# Source: PubChem BioAssay
